# E-sel TNF inh: E-selectin induction blockers in HUVEC – imaging, immunofluorescence, high content, primary screen; AID 1246, 2008; 120,000 compounds, 0.71% hits; inhibition, % at 2 µM; HUVEC TNFa-induced E-selectin immunofluorescence;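 active = inhibition above the batch mean plus 3 SD, and confirmed as a hit on visual image review, cut at about 43% in these data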;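 note: 0% = TNF-stimulated DMSO wells and 100% = unstimulated control wells; not every result past the cut was called active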
# BB579 growth dn: growth inhibitors of yeast BB579 in restrictive medium, primary screen, yeast lifespan-shortening project, S. cerevisiae | 140,000 compounds, 0.51% hits | inhibition, % at 10 µM | OD615, 48 h;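 active = inhibition above a set limit, 3 SD over the mean compound inhibition, cut at about 44% in these data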; note: inactives centre near -24
#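 Detection: OD615 turbidity measurement; Material: Saccharomyces cerevisiae DeaD strain BB579, replicative lifespan model yeast; Timing: 48 h exposure, 30 °C; Doses: single 10 µM dose; Medium: CSMM-D restrictive synthetic medium containing dextrose (glucose); Controls: amphotericin B at 10 µg/mL as positive control.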
# PTEN del growth: growth suppression of PTEN-null HCT116, primary screen, cell-based, CellTiter-Glo | HCT116 PTEN-null viability, 60 h; stronger effect = lower value | viability, % at 10 µM | 140,000 compounds, 1.2% hits | AID 827, 2007;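 active = viability at or below a set limit, 4 SD under the median of all tested compounds, cut at about 3.7% in these data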;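 note: PTEN knockout HCT116 line with beta catenin targeted HCT116 as companion control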
# MRP-1 activ: H69AR viability gain despite doxorubicin, primary screen, MRP-1 activator project, H69AR cells, CellTiter-Glo | viability rescue | viability increase, % at 10 µM | 140,000 compounds, 0.61% hits;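 active = viability gain under doxorubicin at or above a set limit, the compound median plus 3 SD, cut at about 4.7% in these data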;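 note: MRP-1 overexpressing cells given doxorubicin 25 µM after compound pretreatment; 18-22 h compound pretreatment then 72 h with doxorubicin before readout; 0% = doxorubicin-only wells and 100% = vehicle-treated cells without doxorubicin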
# GALR2 blocker: GALR2 antagonists in receptor-expressing cells, primary screen; AID 828, 2007; 140,000 compounds, 0.39% hits; Galanin receptor type 2 (Homo sapiens), O43603; antagonist mode; inhibition, % at 4 µM; in the data active = inhibition above about 27%;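 note: cells stimulated with galanin 1-16 at roughly its EC80; 0% = agonist challenge control and 100% = basal control without agonist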
# Target sequence (O43603 whole entry, looked up): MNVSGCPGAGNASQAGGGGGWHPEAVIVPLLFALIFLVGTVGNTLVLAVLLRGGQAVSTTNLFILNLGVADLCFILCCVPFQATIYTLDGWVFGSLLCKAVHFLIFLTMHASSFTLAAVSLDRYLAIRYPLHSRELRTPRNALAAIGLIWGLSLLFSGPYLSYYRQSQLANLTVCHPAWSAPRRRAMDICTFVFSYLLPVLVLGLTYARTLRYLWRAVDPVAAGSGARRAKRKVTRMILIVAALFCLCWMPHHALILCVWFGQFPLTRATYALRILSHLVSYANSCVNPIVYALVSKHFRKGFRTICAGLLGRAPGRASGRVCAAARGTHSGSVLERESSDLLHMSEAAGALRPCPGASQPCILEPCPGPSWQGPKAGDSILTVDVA
# Yeast life ext: compounds extending yeast replicative lifespan, primary screen, S. cerevisiae, OD615. 130,000 compounds, 0.68% hits. S. cerevisiae growth with nicotinamide; deaD strain in restrictive glucose medium. inhibition of the nicotinamide effect, % at 10 µM;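 active = inhibition above a set limit, placed 3 SD over the median of all compounds, cut at about 26% in these data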;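 note: 0% = nicotinamide-treated wells and 100% = cells grown without nicotinamide; some compounds called inactive have numbers as strong as hits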
#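 Assay system: engineered S. cerevisiae DeaD replicative-lifespan strain, galactose-grown log-phase cells; medium: restrictive CSMM-D dextrose medium; also added: nicotinamide, 1.5 mM, co-present with compound; schedule: 48 h compound exposure at 30 °C, humidified; detection: absorbance at 615 nm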
# Phagocytosis inh: inhibitors of macrophage phagocytosis, primary screen, imaging, J774A.1 cells, IgG beads; 110,000 compounds, 0.07% hits; inhibition, % at 5 µM; J774A.1 macrophage IgG-bead phagocytosis; AID 1029, 2008;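 active = inhibition above the mean of the plate negative controls plus 5 SD, cut at about 13% in these data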;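 note: phagocytic index as fraction of beads internalized from green versus red external bead signal; plate controls were DMSO negative control for no effect and cytochalasin-D positive control for full effect; some results beyond the cut were filed as inactive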
# NPY-Y2 antag: NPY-Y2 receptor antagonists, primary screen, cell-based; inhibition, % at 2.7 µM; NPY-Y2 expressing cells, antagonist mode; 140,000 compounds, 0.99% hits; Neuropeptide Y receptor type 2 (Homo sapiens), P49146; in the data active = inhibition above about 17%;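 note: 0% = vehicle with agonist challenge and 100% = reference antagonist with challenge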
# Target sequence (P49146 whole entry, looked up): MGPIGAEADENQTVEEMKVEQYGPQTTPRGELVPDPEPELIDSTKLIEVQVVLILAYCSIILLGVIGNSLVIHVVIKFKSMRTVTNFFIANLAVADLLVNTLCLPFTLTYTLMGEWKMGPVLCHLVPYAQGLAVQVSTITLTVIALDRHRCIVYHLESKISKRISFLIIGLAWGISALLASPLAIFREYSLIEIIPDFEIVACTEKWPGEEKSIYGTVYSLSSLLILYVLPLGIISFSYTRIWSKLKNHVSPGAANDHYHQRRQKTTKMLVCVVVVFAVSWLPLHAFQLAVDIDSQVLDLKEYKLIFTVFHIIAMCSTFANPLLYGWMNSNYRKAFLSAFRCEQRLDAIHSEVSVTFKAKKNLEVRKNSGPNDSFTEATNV
# HCT116 bCat-KO: primary screen for growth suppressors in beta-catenin knockout HCT116 cells (colon tumor, human); HCT116 beta-catenin knockout viability, CellTiter-Glo, 60 h; stronger effect = lower value; viability, % at 10 µM; 140,000 compounds, 1.5% hits; AID 818, 2007;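 active = viability at or under a set limit, the compound median less 4 SD, cut at about 6% in these data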;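 note: 0% = Hyamine 1622 control at 20 µM and 100% = untreated cell control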
# Measles CPE: compounds protecting cells from measles virus cytopathic effect, primary screen, measles RdRp inhibitor project, single point, MLSMR library, absorbance | Measles virus-infected cells, CPE protection | protection (pct of control), % at 4 µM | 140,000 compounds, 1.5% hits | AID 841, 2007; in the data active = protection mostly above about 24%, no sharp cut-off; inactive = mostly below about 26%; note: some compounds called inactive have numbers as strong as hits
# Starred values were filed as active, the others as inactive; · = not tested or not shown; & = joins results of further samples. Compounds as they come (roughly 6.1% active in at least one column).
no.	Molecule	GALR2 blocker	Measles CPE	Phagocytosis inh	MRP-1 activ	BB579 growth dn	NPY-Y2 antag	PTEN del growth	Yeast life ext	HCT116 bCat-KO	E-sel TNF inh
1	CC(=O)O[C@]1(C(C)=O)CC[C@H]2[C@@H]3C=C(C)C4=CC(=O)CC[C@]4(C)[C@H]3CC[C@@]21C	-7	40	·	-0.8	-31	6	82	5	90	·
2	CCOC(=O)C1=C(Nc2ccc(C)cc2)CC(C)(O)C(C(=O)OCC)C1c1ccccc1 (centres undefined)	-16	13	·	-2.5	-48	3	87	6	78	8
3	CCOC(=O)c1cn(CC)c2cc(N3CCOCC3)c(F)cc2c1=O	-8	4	·	-2.4	1	-2	106	-8	97	-11
4	COc1ccc(-n2ncc3c(NCC(C)C)ncnc32)cc1	11	30	·	-2.1	4	1	92	-9	100	4
5	O=C(NCc1nc2ncc(Br)cc2[nH]1)c1ccccc1	7	7	0	-1.1	-33	1	102	-12	104	8
6	O=C(O)c1ccc2c(=O)[nH]c(CN3CCOCC3)nc2c1	25	14	-1	0.1	18	1	99	-4	95	-26
7	N#CC(C#N)=C1NC2(CCCC2)Cc2ccccc21	-2	6	-7	-0.1	-35	6	97	-3	92	·
8	CCC(C)c1ccc2oc(-c3ccc(NC(=O)Cn4cnc5c(=O)n(C)c(=O)n(C)c54)cc3)nc2c1 (centres undefined)	-15	20	-1	-6.2	-29	4	1.5*	-29	1.6*	-36
9	Cc1nnc(SCC(=O)N2CCOCC2)s1	1	10	0	-1.5	-27	4	94	-1	100	-35
10	CC1(C)C(=O)Nc2ccccc2N1C(=O)CSc1nnc2ccccn12	-4	22	3	-1.8	-4	2	103	2	99	-61
11	COc1ccccc1/C=C/C(=O)N1CCC(c2ccccc2)C1 (centres undefined)	5	5	-4	-2.4	-41	3	67	-3	71	·
12	COc1ccc2c(c1)O[C@H](c1ccc3c(c1)OCO3)[C@@H](O)C2=O	4	27*	·	-3.3	3	-1	34	-1	23	·
13	Cn1c(=O)n(C)c2cc(S(=O)(=O)NCc3ccccc3)ccc21	-5	21	0	-3.6	-20	1	83	-4	85	-30
14	N#Cc1c2ncn(CC(=O)c3ccc(Br)cc3)c(=O)c2c2n1CCC2	-10	15	·	-2.1	-40	3	79	-9	66	·
15	CCOC(=O)Cc1csc(NC(=O)CCCN2C(=O)c3ccccc3C2=O)n1	-8	2	-1	0.2	-30	3	111	1	103	0
16	Cc1ccc(C)c(NC(=O)CSc2nnc(C)c(=O)n2N)c1	-3	9	-3	-0.2	-19	2	95	-2	98	17
17	CC(C)Cc1c2c([nH]c(=S)c1C#N)CCCC2	-1	10	-4	-2.3	-9	1	97	-6	86	-7
18	Cc1ncc(S(=O)(=O)c2ccccc2)c(-c2ccccc2Cl)n1	-3	2	0	-0.7	-32	1	87	-4	95	-4
19	COc1cc(C(N)=O)ccc1OCc1ccccc1	-5	39	0	-0.7	-34	3	98	-25	104	0
20	CCOC(=O)c1cnc2c(OC)cccc2c1N1CCN(c2ccc(OC)cc2)CC1	2	6	·	-0.7	-36	2	93	-14	106	-48
21	Cc1cc(-c2c(C)[nH]n(-c3ccc(Cl)cc3)c2=O)n(-c2ccc(Cl)cc2)n1	-1	3	·	3.2	-45	1	104	-20	88	31
22	O=S(=O)(CCc1nnc(-c2ccc(Br)cc2)o1)c1ccc(Cl)cc1	-6	17	-1	-0.4	-44	6	83	-11	93	-1
23	Cc1ccc(NC(=O)COC(=O)/C=C/c2cccc(Cl)c2)cc1S(=O)(=O)N1CCOCC1	-10	2	-4	-2.1	-45	9	92	1	98	-7
24	CCCCn1nc(C(=O)N2CCc3ccccc32)c2ccccc2c1=O	6	5	2	-3.7	12	6	74	11	73	0
25	N#Cc1c(N)nc(N2CCCC2)c(C#N)c1-c1ccc(Cl)cc1	4	11	4	-1.3	-41	-2	99	-12	92	0
26	COC(=O)c1c(NC(=O)c2ccccc2)sc(Cc2ccccc2)c1C	-8	3	0	-0.7	-37	-2	99	-6	91	-31
27	CCOC(=O)Cc1csc(SCC(=O)NC2CCCCC2)n1	4	18	-3	-0.6	-20	2	97	10	96	·
28	O=C(N/N=C/c1cccc(OCc2ccccc2)c1)c1cccs1	1	7	·	-1.3	-66	3	72	-23	87	-6
29	CCOc1ccccc1C(=O)NCc1ccco1	7	16	-1	-2.9	-43	1	91	-6	87	·
30	Cc1ccc(NC(=O)CCn2c(=O)oc3ccccc32)c(C)c1	-10	3	0	0.6	-16	1	85	-6	98	·
31	O=C(Nc1cccnc1)c1ccc(S(=O)(=O)N2CCCCCC2)cc1	1	11	0	-1.0	-56	0	97	-15	89	24
32	Cc1ccc(C(=O)NC2CCN(C(=O)NC3CCCCC3)CC2)cc1	-1	29	·	-4.0	-33	0	90	·	90	16
33	O=C(Nc1ccc(F)cc1)C(c1ccccc1)N1CCN(C(=O)c2ccco2)CC1 (centres undefined)	-3	20	-1	-1.2	-37	1	·	-4	101	0
34	CCOc1ccc(S(=O)(=O)c2c(C(=O)c3ccccc3)cnc3cc4c(cc23)OCCO4)cc1	-10	8	-6	-5.4	-21	2	65	4	63	32
35	N#CCCn1c(SCC(=O)NCCc2ccc(F)cc2)nc2ccccc21	3	5	0	-2.4	-18	-1	89	-5	91	·
36	OC(COc1ccc2ccccc2c1Br)Cn1cnc(-c2ccccc2)c1 (centres undefined)	-4	1	0	1.0	93*	4	97	-14	90	5
37	CSC1=N/C(=C\c2ccc3c(c2)OCO3)C(=O)S1	7	11	·	-2.8	-64	0	87	-10	96	18
38	CCOC(=O)C(C)Sc1nc2c(c(=O)[nH]c(=O)n2C)n1Cc1ccc(Cl)cc1 (centres undefined)	-9	2	0	-2.8	-37	9	83	-4	78	3
39	COc1ccc(C2=NN(c3nc4ccccc4s3)C(=O)/C2=C\N(C)C)cc1	3	11	-5	-2.4	-67	-1	95	-5	78	·
40	CCN(CC)S(=O)(=O)c1cc(C(=O)OCC(=O)NC(=O)c2cccn2C)ccc1C	-3	2	-3	-0.3	-51	3	97	7	99	7
41	CCC(=O)Nc1ccc2c(c1)nc1n2CCSC1	5	9	0	0.9	-25	5	115	-9	102	·
42	COc1ccccc1NC(=O)CSc1nnc(-c2ccncc2)n1CC1CCCO1 (centres undefined)	1	15	2	-2.4	-8	2	93	-6	94	-8
43	O=C(c1cccs1)c1cn(CC(=O)N2CCc3ccccc3C2)c2ccccc12	0	·	0	-1.9	-29	0	76	-5	79	-32
44	O=C(CNS(=O)(=O)c1ccccc1)NCC(=O)OCc1ccccc1F	4	19	-4	-0.2	16	1	98	-2	87	-15
45	O=C1C2C3C=CC(C3)C2C(=O)N1CCCCN1C(=O)C2C3C=CC(C3)C2C1=O (centres undefined)	0	6	2	-2.8	-25	2	92	-29	86	13
46	COC(=O)C1=C(C)OC(N)=C(C#N)C1c1ccco1 (centres undefined)	9	5	·	-2.1	0	0	94	·	95	-8
47	COC(=O)c1c(NC(=O)CSc2nnc(CNc3ccc(Cl)cc3)o2)sc(C)c1C	11	2	-2	-0.3	-18	-1	80	-6	86	-10
48	CCCNC(=S)N(Cc1ccccc1)Cc1nc2ccccc2c(=O)[nH]1	1	6	-15	-3.1	-7	1	96	4	83	7
49	Cc1ccc2nc3c(cc(C(=O)NCCCn4ccnc4)n3C)c(=O)n2c1	8	7	-1	-0.9	-58	-1	108	2	95	·
50	CCOC(=O)c1cnn(-c2cc(Oc3ccccc3C)ncn2)c1N	8	1	·	0.9	-2	2	98&95	-14	94	14
51	COc1ccc(-n2c(SCC(=O)NCc3ccco3)nc3c([nH]c4ccccc43)c2=O)cc1	15	18	2	-2.8	2	3	74	-3	84	82*
52	CCOC(=O)NC(O)C(=O)c1cccs1 (centres undefined)	-10	15	2	-2.4	11	0	100	2	92	·
53	COc1ccc(C(=O)CSc2nnc(C3CC3)n2N)cc1	-3	11	-1	-0.3	-13	4	104	-6	88	3
54	CCOC(=O)C1CCCN(CC(=O)Nc2c(C(=O)OC)[nH]c3ccc(Cl)cc23)C1 (centres undefined)	-7	3	-2	-0.9	-28	1	73	-15	74	17
55	O=C(NCc1ccco1)c1cc(-c2ccccc2)on1	3	4	-3	-2.9	-43	0	88	-21	84	-1
56	Cc1ccc(C2C(=O)N(C3CCC(C)CC3)CC(=O)N2C2CCCC2)cc1 (centres undefined)	7	15	-1	-0.4	-80	8	88	0	82	16
57	CC(=O)N1[C@H](Cc2ccccc2)C=C[C@]1(C)C(=O)NCCc1c[nH]c2ccccc12	-21	22	·	-2.8	-43	-1	85	-2	86	-3
58	O=C(OCC(=O)N1N=C(c2ccc(Cl)cc2)CC1c1ccco1)c1ccccc1O (centres undefined)	-10	1	4	3.1	-50	11	66	-7	58	4
59	CCNC(=O)NC(=O)C(C)OC(=O)c1oc2ccc(OC)cc2c1C (centres undefined)	-10	10	0	0.9	-31	1	106	-9	96	-17
60	CC1(C(=O)O)C=CCN1C(=O)c1ccccc1 (centres undefined)	-2	7	·	-1.6	-35	-1	96	7	110	·

# Later entries.
no.	Molecule	GALR2 blocker	Measles CPE	Phagocytosis inh	MRP-1 activ	BB579 growth dn	NPY-Y2 antag	PTEN del growth	Yeast life ext	HCT116 bCat-KO	E-sel TNF inh
61	CCOCCCNC(=O)Cn1nc(-c2ccccc2)ccc1=O	10	9	·	-0.8	-2	-3	91	6	92	-16
62	C/C(=N\NC(=O)c1ccc(Cl)c(Cl)c1)c1cccc(NC(=O)C(C)C)c1	3	3	-1	-0.6	-24	3	64	-9	90	-20
63	O=C(O)c1cc(Cl)c(Cl)cc1C(=O)Nc1cccc2ncccc12	8	23	-8	-1.0	-8	2	92	2	89	·
64	Cc1ccc(-c2ccc(/C=N\NC(=O)C3C(=O)NCC3c3ccccc3)o2)cc1Cl (centres undefined)	8	16	2	-2.6	-53	0	56	-14	75	-37
65	Cc1cc(C(=O)OCn2nnc3ccccc3c2=O)c(C)n1-c1ccccc1	-5	5	3	0.9	-21	12	89	-2	95	-8
66	O=C(Nc1ccc(Br)cc1Cl)Nn1cnnc1	-1	5	0	-1.9	-17	3	76	-3	81	·
67	Cc1ccc(-c2nnn(CC(=O)N(c3ccccc3F)C(C(=O)NCC3CCCO3)c3c[nH]c4ccccc34)n2)cc1 (centres undefined)	4	5	·	8.2*	-34	8	78	-11	94	-5
